Epigenetic reg: derepresses silenced GFP reporter in murine cells | murine LDR cells, GFP reporter derepression, 30 h | Potency, µM (top dose mostly 53.9 µM), for the others: at the highest dose GFP activation, most hits filed as activators | 280,000 tested, 0.2% active; also: % of control where 0% means no effect; nearly all actives have a fitted effect of over 60% in size
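Reporter derepression read as number of fluorescent GFP-positive objects, 20-120 um in size, counted by laser-scanning cytometer. Mouse LDR line with an epigenetically silenced CMV-GFP locus; compound incubation 30 h, 37 C.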
NPSR antag: blocks cAMP signaling of the human neuropeptide S receptor; CHO-NPSR cells, cAMP TR-FRET, antagonist mode; Potency, µM (highest dose often 38.3 µM), for the others: at the highest dose activity change, negative = inhibition, usual class: inhibitors; AID 1461; 220,000 tested, 1% active; Q6W5P4; also: % is scaled to controls: 0 for no effect and ±100 for the full control effect; nearly all actives have a fitted effect of over 50% in size; many of its hits are not listed in these tables
GLA spleen mod: inhibitors or activators of human alpha-galactosidase in spleen homogenate; P06280; human spleen homogenate, 4MU-alpha-Gal fluorescence, 40 min; Potency, µM (doses to about 80 µM), inactives show at the top dose activity change, negative = inhibition, most hits filed as inhibitors; 240,000 tested, 0.008% active; AID 2107;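 also: 0% = enzyme with vehicle and -100% = no enzyme basal signal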
Target sequence (P06280 32-429 limits assumed): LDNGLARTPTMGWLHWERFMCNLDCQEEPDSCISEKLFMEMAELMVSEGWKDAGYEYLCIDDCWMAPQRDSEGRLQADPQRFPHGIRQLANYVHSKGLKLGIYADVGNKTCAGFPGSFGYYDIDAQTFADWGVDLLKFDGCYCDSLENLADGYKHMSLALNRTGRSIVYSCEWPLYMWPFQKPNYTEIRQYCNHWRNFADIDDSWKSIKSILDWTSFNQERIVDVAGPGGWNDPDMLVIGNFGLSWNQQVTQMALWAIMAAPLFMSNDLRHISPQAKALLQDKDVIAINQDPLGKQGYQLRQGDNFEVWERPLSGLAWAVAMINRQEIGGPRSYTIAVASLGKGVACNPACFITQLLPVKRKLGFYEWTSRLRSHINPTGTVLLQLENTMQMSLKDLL
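qHTS titration in buffer at pH 5.0. Alpha-galactosidase activity in spleen homogenate was measured via 4-methylumbelliferone release from 1 mM fluorogenic substrate after 40 min at 37C and a pH 10 stop. AC50 came from Hill fits of control-normalized data.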
ALDH1A1 block: ALDH1A1 (human) enzyme inhibition; P00352; Purified ALDH1A1, NADH fluorescence, propionaldehyde substrate; Potency, µM (top dose mostly 75.3 µM), without a hit: top-dose activity, negative = inhibition, hits mostly inhibitors; 220,000 tested, 7.3% active; active = well fitted inhibition curve with a large enough effect, not every such curve was filed as active; inconclusive = small, poorly fitted or top-dose-only effect, or another doubt; inactive = no such curve, though single readings can be large or run the other way;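 also: plate controls were no enzyme wells and a reference inhibitor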
Target sequence (P00352 whole entry, looked up): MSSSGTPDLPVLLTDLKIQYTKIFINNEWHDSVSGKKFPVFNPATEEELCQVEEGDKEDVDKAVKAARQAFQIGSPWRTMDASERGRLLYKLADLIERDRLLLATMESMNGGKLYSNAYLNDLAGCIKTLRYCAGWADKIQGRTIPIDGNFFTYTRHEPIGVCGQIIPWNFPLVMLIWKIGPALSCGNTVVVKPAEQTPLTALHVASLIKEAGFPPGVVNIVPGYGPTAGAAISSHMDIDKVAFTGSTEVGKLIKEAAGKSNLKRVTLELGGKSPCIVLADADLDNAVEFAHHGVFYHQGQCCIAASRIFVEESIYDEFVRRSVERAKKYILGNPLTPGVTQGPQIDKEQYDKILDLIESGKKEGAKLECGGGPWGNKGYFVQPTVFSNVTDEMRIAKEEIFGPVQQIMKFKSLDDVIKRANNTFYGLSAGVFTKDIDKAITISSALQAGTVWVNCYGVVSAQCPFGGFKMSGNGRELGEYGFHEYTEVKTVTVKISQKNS
GAA glycogen mod: inhibitors or activators of human alpha-glucosidase glycogen cleavage; P10253; recombinant GAA, glycogen substrate, Amplex Red glucose oxidase fluorescence; Potency, µM (series often up to 76.4 µM), inactives show at the highest dose activity change, negative = inhibition, most hits filed as inhibitors; 300,000 tested, 0.38% active;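 also: 0% = full enzyme reaction and -100% = no-enzyme basal signal; the screen sought inhibitors and activators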
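Natural-substrate format: glycogen cleavage by 4 nM human enzyme, glucose read by Amplex Red coupling (Ex 573, Em 610 nm). Normalized to enzyme and no-enzyme controls.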
aGlu spleen mod: lysosomal alpha-glucosidase (human) modulation. AID 2112. 240,000 tested, 0.006% active. Potency, µM (doses to about 79.9 µM), without a hit: at the highest dose activity change, negative = inhibition, actives largely listed as inhibitors. human spleen homogenate, 4-MU-alpha-glucoside fluorescence. P10253;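 also: 0% = enzyme with vehicle and -100% = no enzyme basal signal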
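Compounds were titrated against alpha-glucosidase in spleen homogenate at pH 5.0, with 1 mM 4-methylumbelliferyl substrate for 40 min at 37 C. Reactions were quenched with pH 10 NaOH/glycine and fluorescence measured.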
Tau fluor counter: counter-screen for tau fibril formation inhibitors; Potency, µM (doses to about 57.7 µM), for the others: at the highest dose activity change, negative = decrease; AID 1463; 280,000 tested, 0.93% active; tau K18 P301L Alexa594 fluorescence, heparin fibrillization; also: % is scaled to controls: 0 for no effect and ±100 for the full control effect; nearly all actives have a fitted effect of over 55% in size
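Human tau K18 P301L (15 uM unlabeled, 0.24 uM Alexa 594-labeled) in 100 mM sodium acetate pH 7 with 20 uM heparin, 6 hr at 37 C. ThT 30 uM added, 1 hr ambient; Alexa 594 FP and total fluorescence read at 555/632 nm.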
GAA inhib: alpha-glucosidase (human) inhibition. P10253. purified human GAA, 4-MU-alpha-glucoside fluorescence. Potency, µM (doses to about 76.9 µM), for the others: at the highest dose activity change, negative = inhibition, actives largely listed as inhibitors. 200,000 tested, 0.005% active. AID 1466;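 also: plate controls were uninhibited enzyme wells for no effect and no-enzyme background for full effect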
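Activity normalized between no-enzyme (basal) and enzyme-only wells. Conditions: 4 nM human enzyme, 400 uM fluorogenic substrate, citrate/phosphate pH 5.0 with Tween-20, 20 min room temperature, compounds up to 77 uM.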
Active calls of the source: *; u = inconclusive; x = not tested or not shown; & = joins results of further samples; [ ] = dose if it differs, or a comment. Unless noted, calls follow the shape of the dose curve; as a rule, active = well fitted curve in the direction sought with a large enough effect; inconclusive = small, poorly fitted or top-dose-only effect, or another doubt; inactive = no such curve, though single readings can be large; an effect the other way counts as inactive or inconclusive. Potency is read from the fitted curve at half-maximal effect. Not all compounds are listed; rates above refer to the full screens.

Codes: A = Epigenetic reg; B = NPSR antag; C = GLA spleen mod; D = ALDH1A1 block; E = GAA glycogen mod; F = aGlu spleen mod; G = Tau fluor counter; H = GAA inhib
SMILES: Cc1ccc(NC(=O)c2c(C)nc3ccccn23)cc1C
  A: -1.4%	B: 2%	C: 6%	D: -14%	E: 1%	F: -9%	G: -2%	H: -1%

SMILES: O=C(NCCOc1cccc(Cl)c1Cl)c1cc(-n2cnnc2)ccc1Cl
  A: 1.8%	B: -10%[46.1 µM]	C: -3%	D: -14%	E: 2%	F: -8%	G: -20%	H: 0%

SMILES: COC(=O)c1ccc(CNC(=O)COC(=O)COc2ccc(OC)cc2)cc1
  A: 1.3%	B: 3%	C: -2%	D: 1%	E: 2%	F: 0%	G: -7%	H: u

SMILES: O=C(NCc1ccc2c(c1)OCO2)c1c[nH]c2ccc(S(=O)(=O)N3CCOCC3)cc2c1=O
  A: -0.2%	B: 14%[46.1 µM]	C: -3%	D: 18%	E: -9%	F: -6%	G: -10%	H: -3%

SMILES: COc1ccc(CNC(=O)C2CC(c3ccccc3[N+](=O)[O-])=NO2)cc1 (configuration not stated)
  A: 3.4%	B: -8%[46.1 µM]	C: -10%	D: u	E: 7%	F: 1%	G: 1%	H: 4%

SMILES: CCOC(=O)Cc1cnc(NC(=O)c2ccccc2)s1
  A: -5.9%	B: -17%[46.1 µM]	C: -4%	D: u	E: 2%	F: 1%	G: -9%	H: -18%

SMILES: O=C(NC1CCCCC1)C(c1ccc(F)cc1)N(C(=O)Cc1ccsc1)c1ccc(F)cc1 (configuration not stated)
  A: -0.4%	B: -3%[46.1 µM]	C: 2%	D: -6%	E: 2%	F: -15%	G: 0%	H: u

SMILES: O=C1c2ccccc2C(=O)N1c1cccc(-c2nc3ccccc3o2)c1
  A: 0.4%	B: 0%[46.1 µM]	C: 7%	D: 5%	E: -11%	F: -8%	G: 3%	H: -8%

SMILES: CCC(C)(C)NC(=O)Cc1ccc(Cl)cc1
  A: 1.3%	B: -4%	C: -4%	D: 13%	E: 0%	F: 2%	G: 9%	H: 3%

SMILES: Cc1nc2ccc(NC(=O)c3ccc(Cl)c(NC(=O)c4cccs4)c3)cc2s1
  A: 0.0%	B: -11%[46.1 µM]	C: -6%	D: 4%	E: -14%	F: -14%	G: u	H: -11%

SMILES: COc1ccc(C(=O)Nc2cccc(-c3ccc4nncn4n3)c2)cc1OC
  A: 2.5%	B: 5%	C: 2%	D: 2%	E: 3%	F: 3%	G: -9%	H: -8%

SMILES: CCN(Cc1ccccc1)C(=O)C(C)OC(=O)c1cc(S(=O)(=O)Nc2c(C)n(C)n(-c3ccccc3)c2=O)ccc1C (configuration not stated)
  A: -1.7%	B: -33%	C: -1%	D: 4%	E: 0%	F: 6%	G: 9%	H: 4%

SMILES: Cc1ccccc1NC(=S)N(Cc1ccco1)C(C)c1ccccn1 (configuration not stated)
  A: -1.6%	B: -9%	C: -8%	D: -1%	E: 4%	F: -2%	G: -2%	H: -10%

SMILES: CC(C)(C)C(=O)Cn1c(=N)n(Cc2ccccc2)c2ccccc21
  A: -1.0%	B: -35%	C: -10%	D: -7%	E: -4%	F: 10%	G: -12%	H: -3%

SMILES: COc1ccc(-c2noc(CSc3nc4sc(C)c(C)c4c(=O)n3-c3ccccc3)n2)cc1OC
  A: 0.0%	B: 0%[46.1 µM]	C: -7%	D: 7%	E: 1%	F: -2%	G: 2%	H: 2%

SMILES: NS(=O)(=O)c1ccc(Oc2ccc(S(N)(=O)=O)cc2)cc1
  A: -3.5%	B: 18%	C: 2%	D: 50%[activator]	E: -14%	F: -4%	G: 6%	H: -2%

SMILES: CCOc1ccc(NC(=S)NC(=O)c2ccco2)cc1
  A: 1.1%	B: 2%	C: -1%	D: x	E: 2%	F: -1%	G: -18%	H: x

SMILES: O=C(CC1CCC1)NC(c1ccccc1)c1ccccc1
  A: -0.6%[10.1 µM]	B: -26%	C: -13%	D: 7%	E: 15%	F: 5%	G: -1%	H: 4%

SMILES: CSCC[C@H](NC(=O)OC(C)(C)C)C(=O)N1CCC(C(=O)N[C@@H](C)C(=O)O)CC1
  A: -4.4%	B: 13%[46.1 µM]	C: -6%	D: 5%	E: -2%	F: -6%	G: 1%	H: -5%

SMILES: CC(=O)c1cccc(NC(=O)Cn2c(=O)oc3cc(S(=O)(=O)N4CCCC4)ccc32)c1
  A: 1.1%&9.7%	B: 2%	C: -4%	D: x	E: -1%	F: -3%	G: -12%&-9%	H: x

SMILES: CC(C)c1ccc(CNC(=O)C(=O)Nc2nccs2)cc1
  A: 0.1%	B: -3%	C: 0%	D: -3%	E: -5%	F: -21%	G: -8%	H: 5%

SMILES: COc1ccc(O[C@H]2C=C[C@@H](c3ccccc3)O[C@@H]2COC(=O)CC/C(C)=N/OC[C@@H](O)[C@H]2O[C@@H]3OC(C)(C)O[C@@H]3[C@H]2O)cc1
  A: -2.7%	B: -5%	C: 4%	D: -1%	E: -10%	F: 4%	G: -11%	H: -10%

SMILES: Cc1cc(C)nc(NC(=O)c2ccc(Cl)cc2)n1
  A: 0.7%	B: 16%	C: 4%	D: -4%	E: -4%	F: -2%	G: -3%	H: -10%

SMILES: Cc1ccc(-n2c(SCC(N)=O)nc3c(c2=O)C2(CCCC2)Cc2ccccc2-3)cc1
  A: 0.0%	B: -43%	C: -1%	D: 118%[activator]	E: 5%	F: 0%	G: -21%	H: 6%

SMILES: O=C(NCCc1ccccc1)C1CC(=O)N(C2CCCCCC2)C1 (configuration not stated)
  A: -2.1%	B: -1%[46.1 µM]	C: -6%	D: u	E: -1%	F: -14%	G: 3%	H: -10%

SMILES: Cc1ccc(Nc2ccc(NCc3ccccc3)nn2)cc1C
  A: -1.0%	B: -31%	C: 3%	D: -4%	E: -5%	F: 3%	G: u	H: -7%

SMILES: O=C(c1ccco1)n1c(=S)nc2ccccn21
  A: -4.3%	B: 3%[7.67 µM]	C: 5%	D: 20µM*	E: -5%	F: -4%	G: -5%	H: -3%

SMILES: COCCCNCCCCSc1ccc(Cl)cc1
  A: -0.9%	B: 12%	C: -2%	D: -3%	E: -1%	F: -5%	G: 9%	H: 2%

SMILES: COC(=O)c1cccc(CSc2nc3ccccc3[nH]2)c1
  A: -1.8%	B: 19%	C: -4%	D: 9%	E: 14%	F: -1%	G: -10%	H: 3%

SMILES: C[C@H](NC(=O)OCc1ccccc1)C(=O)NNC(=O)[C@H](Cc1ccccc1)NC(=O)OC(C)(C)C
  A: 0.5%	B: 21%	C: 4%	D: x	E: 4%	F: 1%	G: 0%	H: x

SMILES: Cc1nnc(NC(=O)C2(c3ccccc3)CCOCC2)s1
  A: 0.1%	B: 4%[46.1 µM]	C: -5%	D: 28%	E: 1%	F: -5%	G: 0%	H: -1%

SMILES: CC(C)Cc1nc2ccccc2n1CCc1ccccc1
  A: 0.2%	B: -14%	C: 8%	D: 6%	E: -14%	F: -1%	G: -9%	H: -5%

SMILES: CC(CCCC(C)(C)O)NC(=O)c1cc(COc2ccc3ncccc3c2)on1 (configuration not stated)
  A: 1.1%	B: 4%	C: 0%	D: 6%	E: 8%	F: 1%	G: 1%	H: 3%

SMILES: COC(=O)C1=NNCC12CC(=O)N(c1ccc(Br)cc1)C2=O (configuration not stated)
  A: 2.1%	B: 7%	C: -2%	D: -7%	E: -1%	F: 6%	G: -1%	H: -8%

SMILES: Cc1ccc(C(=O)N/N=C\c2ccc(-c3ccc(Cl)c(Cl)c3)o2)cn1
  A: 2.2%	B: u	C: 7%	D: u	E: -1%	F: 7%	G: 3%	H: -5%

SMILES: COc1ccccc1NC(=O)N1C2CCCC1CC(NC(=O)c1ccccc1)C2 (configuration not stated)
  A: -0.1%	B: -3%	C: -7%	D: -1%	E: 4%	F: -2%	G: -13%	H: 1%

SMILES: C(=N/n1c2ccccc2c2ccccc21)/c1ccco1
  A: 1.1%	B: -8%[46.1 µM]	C: 3%	D: 10µM*	E: -12%	F: 0%	G: u	H: -12%

SMILES: CCOc1ccc2nc(N3CCC(C(=O)NCCCN4CCOCC4)CC3)sc2c1
  A: 0.1%	B: 5%	C: -8%	D: x	E: -4%	F: 1%	G: -9%	H: x

SMILES: CCOC(=O)C/C(C)=N\Nc1nc(-c2ccccc2)cs1
  A: 0.0%	B: -10%	C: u	D: u	E: -25%	F: -22%	G: u	H: -9%

SMILES: C#CCOCCOCCOCCNc1nc(N2CCN(C(=O)C([C@@H](C)CC)n3cc(C(N)CO)nn3)CC2)nc(N2CCN(C(=O)[C@H](CCC(=O)O)n3cc(C(N)CC(C)C)nn3)CC2)n1 (some centres not stated)
  A: -1.3%	B: -43%	C: -1%	D: 6%	E: -9%	F: -7%	G: 11%	H: x

SMILES: O=C(NC1CCCC1)c1cccc(NC(=O)c2ccco2)c1
  A: -4.6%	B: -16%[46.1 µM]	C: 4%	D: 3%	E: 6%	F: 0%	G: -10%	H: -12%

SMILES: O=c1cc(N2CCC3(CC2)OCCO3)[nH]c(=O)n1-c1ccc(Br)cc1
  A: 0.0%	B: 8%[46.1 µM]	C: -1%	D: -5%	E: 4%	F: 1%	G: 6%	H: 1%

SMILES: CN(C)S(=O)(=O)c1cccc(COC(=O)c2ccc(Cl)cc2O)c1
  A: 5.8%	B: -30%	C: 0%	D: x	E: -9%	F: -6%	G: -4%	H: x

SMILES: N#C/C(=C\c1c(F)cccc1Cl)S(=O)(=O)c1ccccn1
  A: -1.4%	B: 1%[7.67 µM]	C: 12%	D: x	E: 2%	F: 5%	G: -10%	H: x

SMILES: Cc1cc([N+](=O)[O-])nn1CCC(=O)NC1CCCCCC1
  A: -1.3%	B: 6%	C: 2%	D: -7%	E: -4%	F: 5%	G: 9%	H: 1%

SMILES: COc1ccccc1NC(=S)NC(=O)c1ccc(-c2ccc(Cl)cc2)o1
  A: -2.3%	B: -10%[46.1 µM]	C: 1%	D: 3%	E: 2%	F: 4%	G: -21%	H: 4%

Record cards (already shown). Order of values: Epigenetic reg | NPSR antag | GLA spleen mod | ALDH1A1 block | GAA glycogen mod | aGlu spleen mod | Tau fluor counter | GAA inhib
Listed for O=c1cc(N2CCC3(CC2)OCCO3)[nH]c(=O)n1-c1ccc(Br)cc1 = 0.0% | 8%[46.1 µM] | -1% | -5% | 4% | 1% | 6% | 1%
Listed for O=C(c1ccco1)n1c(=S)nc2ccccn21 = -4.3% | 3%[7.67 µM] | 5% | 20µM* | -5% | -4% | -5% | -3%
Listed for CSCC[C@H](NC(=O)OC(C)(C)C)C(=O)N1CCC(C(=O)N[C@@H](C)C(=O)O)CC1 = -4.4% | 13%[46.1 µM] | -6% | 5% | -2% | -6% | 1% | -5%

Source: PubChem BioAssay
